Compound activity as filed in PubChem BioAssay.
BH1578 lux ind: inducers of Vibrio cholerae quorum light production without autoinducers; V. cholerae BH1578 lux reporter, luminescence, 6 h; 350,000 tested, 0.16% active; activation, % at 18.7 µM; in the data active means activation mostly above about 9.7%, no sharp cut-off; further: not every result past the cut was called active; inactives centre near 0; reference of the scale not given here
Anthrax LF prot: inhibitors of Bacillus anthracis lethal factor protease; AID 588501; multiplex microsphere protease cleavage assay, LF; 360,000 tested, 0.12% active; inhibition, % at 10 µM; in the data active means inhibition above about 30%; further: plate controls were buffer without enzyme for full effect and enzyme alone for no effect
TcdB inh: blocks C. difficile toxin B glycohydrolase activity | P18177 | TcdB glycohydrolase enzymatic assay, plate reader | inhibition, % at 9.99 µM | 350,000 tested, 0.24% active | AID 652162; in the data active means inhibition above about 10%
DUSP3 inh: DUSP3 (human) phosphatase inhibition. 290,000 tested, 0.52% active. recombinant VHR phosphatase, pNPP absorbance. P51452. inhibition, % at 13.3 µM; in the data active means inhibition above about 50%; further: some compounds called inactive have numbers as strong as hits
Target sequence (P51452 whole entry, looked up): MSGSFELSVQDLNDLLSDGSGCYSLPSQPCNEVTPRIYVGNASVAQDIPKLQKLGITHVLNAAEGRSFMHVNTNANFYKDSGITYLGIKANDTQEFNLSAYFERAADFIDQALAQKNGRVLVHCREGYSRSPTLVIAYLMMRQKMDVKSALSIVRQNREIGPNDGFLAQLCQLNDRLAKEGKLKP
Y pestis TopoI: inhibitors of Yersinia pestis topoisomerase I; Y. pestis Topo-I cleavage product accumulation, plate reader; activity, % at 10 µM; 360,000 tested, 0.064% active; AID 504884; in the data active means activity above about 50%, passing the limit was not always enough; further: inactives centre near 2
PfHsp40 yeast: restores yeast growth despite PfHsp40 toxicity. S. cerevisiae expressing PfHsp40, growth rescue, ATP luminescence. 340,000 tested, 0.68% active. growth rescue, % at 12.5 µM; in the data active means growth rescue above about 28%, passing the limit was not always enough;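 further: yeast W303a lacking pdr1 and pdr3 grown in galactose medium; growth measured after three days at 30 °C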
Rv3671c inh: inhibitors of M. tuberculosis serine protease Rv3671c | inhibition, % at 5.96 µM | 320,000 tested, 0.048% active | AID 2606; in the data active means inhibition above about 38%;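 further: extracellular domain of Rv3671c used as enzyme; 0% = enzyme with DMSO and 100% = no enzyme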
Target sequence (P9WHR9 whole entry, looked up, the tested form may be a part): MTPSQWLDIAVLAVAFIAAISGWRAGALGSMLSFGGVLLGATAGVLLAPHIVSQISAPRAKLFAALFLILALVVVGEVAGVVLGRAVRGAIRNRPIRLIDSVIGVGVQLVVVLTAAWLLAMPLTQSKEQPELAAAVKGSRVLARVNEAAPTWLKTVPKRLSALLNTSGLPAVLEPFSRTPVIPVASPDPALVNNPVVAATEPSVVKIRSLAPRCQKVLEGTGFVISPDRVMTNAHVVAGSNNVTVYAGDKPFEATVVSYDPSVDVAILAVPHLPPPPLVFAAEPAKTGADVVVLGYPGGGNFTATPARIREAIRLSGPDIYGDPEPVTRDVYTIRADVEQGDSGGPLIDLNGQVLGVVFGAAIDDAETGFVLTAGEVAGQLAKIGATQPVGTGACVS
MazEF act: activators of E. coli MazEF toxin-antitoxin RNase. FAM/BHQ RNA-DNA oligo cleavage fluorescence, 5 h. activation, % at 20 µM. 350,000 tested, 0.32% active; in the data active means activation above about 50%
Target sequence (P0AE70 whole entry, looked up): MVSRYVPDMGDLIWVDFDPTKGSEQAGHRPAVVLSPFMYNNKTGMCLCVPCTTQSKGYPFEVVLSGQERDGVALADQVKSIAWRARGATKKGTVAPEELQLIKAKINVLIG
PriA SSB inh: blocks PriA binding to SSB C-terminal tail; AlphaScreen SSBct-PriA binding, biotinylated peptide; inhibition, % at 33 µM; 430,000 tested, 0.6% active; AID 1272365; in the data active means inhibition mostly above about 37%, no sharp cut-off; inactive means mostly below about 20%;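 further: plate controls were negative control peptide for no effect and reference peptide for full effect; strong numbers were not always called active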
SARS 3CLpro inh: SARS-CoV 3CLpro protease inhibition | recombinant SARS-CoV 3CLpro, quenched FRET peptide cleavage | P0C6X7 | inhibition, % at 6 µM | 290,000 tested, 0.14% active; in the data active means inhibition above about 12%
Starred values were filed as active, the others as inactive; i = inactive; . = no result given.

SMILES	BH1578 lux ind	Anthrax LF prot	TcdB inh	DUSP3 inh	Y pestis TopoI	PfHsp40 yeast	Rv3671c inh	MazEF act	PriA SSB inh	SARS 3CLpro inh
COc1cccc(-n2c(=O)[nH]cc(C(=O)Nc3ccc(NC(C)=O)cc3)c2=O)c1	-0.2	-0.5	1.0	1.2	2.8	-0.7	5.6	2.0	-0.7	-3.5
CC(=O)NC(c1cccs1)c1cc(Br)c2cccnc2c1O (stereo not drawn)	-1.0	10.1	0.7	.	3.2	.	.	.	.	.
O=C(NN1C(=O)C2C3C=CC(O3)C2C1=O)c1cccc(O)c1 (stereo not drawn)	i	0.0	-1.7	10.2	0.8	0.2	0.5	-2.2	4.2	2.5
CC(CN(C)Cc1ccccc1)OC(=O)c1ccc(F)cc1 (stereo not drawn)	-0.1	-1.9	0.0	17.6	0.1	-2.4	3.5	1.2	-45.2	2.1
C=CCN(c1ccccc1)S(=O)(=O)c1cccc(C(=O)N(CC)CC(=O)Nc2c(F)cccc2F)c1	i	1.6	-5.5	-9.1	33.3	0.7	3.3	7.0	1.3	-1.0
CCOC(=O)CC(=O)CSc1nc2cc(C)ccc2cc1C	-0.4	-7.6	.	10.8	7.7	-0.8	-9.5	-9.8	-6.6	1.2
CN1CCN(c2ccc(NC(=O)c3ccc(Br)o3)cc2)CC1	-0.6	-2.9	0.5	14.0	0.6	-1.0	-4.2	2.6	2.5	-6.0
CC(=O)N(C(C)=O)c1ccc(Oc2ccc(Oc3ccc(N(C(C)=O)C(C)=O)cc3)cc2)cc1	1.3	-3.8	2.0	.	11.2	.	.	7.7	.	.
N=c1c2c(ncn1CCCO)Oc1ccc3ccccc3c1C2c1ccccc1 (stereo not drawn)	i	.	0.3	-3.2	-8.0	.	-23.8	12.3	-1.0	1.5
COc1ccc2ccccc2c1/C=N/NC(=O)c1sc(N)c(C#N)c1C	i	0.7	1.1	-10.1	16.5	-0.6	-8.4	-6.8	.	-0.4
CC1CC(C)CN(CCCNC(=O)c2cn(C)c3ccc(S(=O)(=O)N4CCCC4)cc3c2=O)C1 (stereo not drawn)	-0.4	-1.6	0.0	-15.4	11.8	-0.3	11.5	5.8	-8.3	-3.5
COC(=O)C1=C(C)N(Cc2ccccc2)C(=NCC2CC2)N[C@H]1c1ccccc1	i	1.6	0.7	.	9.6	-1.6	5.1	2.6	14.5	.
CN=C(Nc1ccc2c(c1)OCO2)SC1CC(=O)N(c2ccccc2)C1=O (stereo not drawn)	-0.7	-2.2	.	-1.0	-0.3	0.1	-16.1	-6.8	9.3	-2.3
CN(C)CCCN(C(=O)c1sc2ccccc2c1Cl)c1nc2ccc(F)cc2s1	-0.3	-6.0	.	-11.2	-17.6	0.8	-3.5	23.7	30.8	3.3
COc1ccccc1N(CC(=O)NCC(C)C)S(=O)(=O)c1cccs1	-1.0	-8.3	.	-1.5	-0.3	0.3	7.5	7.0	-0.7	2.1
S=c1[nH]nc(COc2ccc(Cl)cc2Cl)n1-c1ccccc1	-0.4	.	1.6	35.2	1.1	-0.3	0.1	-5.4	5.1	-3.4
CCN(C(=O)CSc1nc(C)nc2sc3c(c12)CCC3)C1CCS(=O)(=O)C1 (stereo not drawn)	-0.1	-4.5	0.8	.	20.5	.	-1.4	-2.4	-0.1	.
CCNC(=S)NNC(=O)c1csc(CC)c1	i	0.5	.	33.2	-3.7	-0.5	-7.4	9.3	-15.9	-2.7
O=C(N/N=C/c1ccc(Br)o1)c1ccc2c(c1)OCCO2	-0.4	-0.7	.	1.7	-4.3	-0.5	-2.1	-0.7	.	4.9
CC(=O)NC1(c2ccccc2)CCN(c2cc(C)nc(-c3ccccc3)n2)CC1	1.1	-1.3	1.1	-8.6	16.9	0.4	-1.3	4.5	-11.4	4.9
O=C(NCCCN1CCN(Cc2ccccc2)CC1)C1CCN(S(=O)(=O)N2CCC3(CC2)OCCO3)CC1	-0.1	4.5	0.9	15.4	3.8	-1.5	-0.1	3.2	-9.8	-4.0
COc1ccc(S(=O)(=O)N2CCCC(C(=O)Nc3cccnc3)C2)cc1Cl (stereo not drawn)	i	-1.8	.	20.4	2.7	-0.3	1.3	-6.6	-16.5	3.0
CCOC(=O)C(NCc1ccc(OC)cc1)(NC(C)=O)C(F)(F)F (stereo not drawn)	i	-1.3	-0.7	-11.3	0.5	-0.7	-12.6	6.7	-15.6	-0.2
CCOC(=O)c1nsnc1NCCCl	-0.1	-8.2	-0.8	22.2	-6.1	-1.1	8.8	2.7	-8.8	3.4
Cn1c(=O)c2c(nc3n2CCS3)n(C)c1=O	i	-3.1	-0.1	30.5	-4.6	-1.3	-6.1	9.0	1.5	1.9
FC(F)(F)C1=Nc2cccc3cccc(c23)N1	-2.1	0.2	-0.4	.	-18.7	0.1	.	-1.9	-0.3	.
COc1ccc(C(=O)/C=C/N(C)C)cc1OC	-0.6	-3.0	.	24.5	-4.5	0.7	-10.6	1.3	-16.4	0.6
COc1cc(OC)c(OC)cc1C=O	-0.4	-7.3	1.4	.	-1.5	-0.3	3.3	6.9	-2.3	.
OCC1(Cc2ccc(F)cc2F)CCCN(Cc2ccc(Cl)cc2)C1 (stereo not drawn)	0.5	13.1	-0.5	0.5	27.2	0.5	1.9	-26.1	-22.8	0.5
CCOC(=O)C1=C(C)NC(=O)NC1c1ccc(OC)c(Cl)c1 (stereo not drawn)	-0.2	-4.0	0.6	8.1	2.3	-0.1	4.8	-8.8	2.8	1.9
O=C(CCc1nnc2ccc(NCc3ccccc3Cl)nn12)N1CCC2(CC1)OCCO2	-0.5	-2.5	1.1	-9.1	21.1	-0.8	3.5	4.0	8.1	-2.3
CC1CCCN(C(=O)c2cc(S(=O)(=O)N3CCCCC3)c[nH]2)C1 (stereo not drawn)	1.6	-4.9	1.8	9.5	2.5	-1.6	4.6	8.9	-4.6	0.6
CC(NC(=O)CN(C)CC(=O)Nc1cccc(F)c1)c1ccccc1 (stereo not drawn)	-0.5	-3.3	-1.0	.	-4.5	-1.8	-9.4	0.7	-1.2	.
O=C1CN(C(=O)/C=C/c2ccco2)c2ccccc2N1	-0.2	-5.3	1.0	16.7	3.7	-0.6	-1.5	12.8	0.7	3.4
CCc1nnc(NC(=O)CSc2nc(C)nc3c2c(=O)n(C)c(=O)n3C)s1	i	0.8	1.5	7.7	-2.4	0.5	5.1	-1.6	-19.2	-4.0
COC(=O)c1[nH]c2c(c1C)C(=O)CC(c1ccc(OC)cc1)C2 (stereo not drawn)	i	11.3	-3.3	10.0	-12.0	-0.1	-3.1	7.6	-13.6	-3.0
COc1ccc(/C=C(\NC(=O)c2ccc(C)cc2)C(=O)NCCN2CCOCC2)cc1	3.3	-10.0	-0.5	38.4	0.1	-0.7	-2.4	0.0	-7.9	0.0
COc1cc(NC(=S)NC(=O)c2cc(C)cc(C)c2)ccc1NC(=O)c1cccs1	i	-2.1	.	-7.5	17.4	0.7	-23.0	-10.9	-1.0	-1.9
CC1=C([N+](=O)[O-])C(c2ccc(Cl)cc2)NC(=O)N1 (stereo not drawn)	i	-12.1	1.4	58.7*	-2.6	5.7	-3.8	7.4	2.2	-5.4
Cc1csc(=NC(=O)c2ccccc2)n1CCO	-1.8	2.6	.	-10.2	-4.8	0.9	-10.2	2.4	-15.2	2.0
CC(CN1CCCCC1)OC(=O)Cc1ccc(Cl)cc1 (stereo not drawn)	7.1	-2.3	.	7.8	-2.0	0.0	4.2	-7.7	-3.5	3.8
COc1ccc(NS(=O)(=O)c2ccc3c(c2)N(C(C)=O)CCO3)c(OC)c1	-1.2	-1.9	1.3	17.7	8.5	1.1	2.5	1.4	-4.5	-1.6
CC1CCCC(NC(=O)COC(=O)CCSc2ccccc2)C1C (stereo not drawn)	3.3	-4.5	-0.3	29.7	2.6	0.0	-10.5	-6.0	-4.8	4.1
CCc1nnc(NC(=O)c2cc(S(=O)(=O)N(C)c3ccc(OC)cc3)ccc2Cl)s1	5.0	-0.8	0.6	0.9	14.9	-0.6	-5.0	0.7	-12.7	0.3
Cc1nn(C)c(Oc2ccc(Cl)cc2)c1C(=O)Nc1ccc(F)cc1F	-4.2	0.6	0.3	22.8	3.3	-0.8	-1.3	-5.4	-6.1	-4.0
CCOc1c2ccc(C(=O)N[C@H](C)C3CCCCC3)cc2nn1CCOC	i	4.2	1.2	-5.4	-0.5	-2.8	-10.2	9.8	1.7	2.7
Cc1noc(C)c1C(=O)Nc1ccc(F)c(F)c1	-1.1	-1.6	.	7.3	-0.1	-0.4	-5.3	7.7	2.4	2.1
CCCCN(CCCNC(=O)C1CCN(S(=O)(=O)N2CCOCC2)CC1)Cc1ccccc1	-0.6	1.8	.	4.6	-4.0	-1.4	.	4.9	-11.3	-7.5

Given as labelled records: four of the compounds above.
CC(CN1CCCCC1)OC(=O)Cc1ccc(Cl)cc1 (stereo not drawn)
  BH1578 lux ind: 7.1
  Anthrax LF prot: -2.3
  TcdB inh: .
  DUSP3 inh: 7.8
  Y pestis TopoI: -2.0
  PfHsp40 yeast: 0.0
  Rv3671c inh: 4.2
  MazEF act: -7.7
  PriA SSB inh: -3.5
  SARS 3CLpro inh: 3.8

COc1ccc(NS(=O)(=O)c2ccc3c(c2)N(C(C)=O)CCO3)c(OC)c1
  BH1578 lux ind: -1.2
  Anthrax LF prot: -1.9
  TcdB inh: 1.3
  DUSP3 inh: 17.7
  Y pestis TopoI: 8.5
  PfHsp40 yeast: 1.1
  Rv3671c inh: 2.5
  MazEF act: 1.4
  PriA SSB inh: -4.5
  SARS 3CLpro inh: -1.6

CC1CCCC(NC(=O)COC(=O)CCSc2ccccc2)C1C (stereo not drawn)
  BH1578 lux ind: 3.3
  Anthrax LF prot: -4.5
  TcdB inh: -0.3
  DUSP3 inh: 29.7
  Y pestis TopoI: 2.6
  PfHsp40 yeast: 0.0
  Rv3671c inh: -10.5
  MazEF act: -6.0
  PriA SSB inh: -4.8
  SARS 3CLpro inh: 4.1

CCc1nnc(NC(=O)c2cc(S(=O)(=O)N(C)c3ccc(OC)cc3)ccc2Cl)s1
  BH1578 lux ind: 5.0
  Anthrax LF prot: -0.8
  TcdB inh: 0.6
  DUSP3 inh: 0.9
  Y pestis TopoI: 14.9
  PfHsp40 yeast: -0.6
  Rv3671c inh: -5.0
  MazEF act: 0.7
  PriA SSB inh: -12.7
  SARS 3CLpro inh: 0.3

The list continues.
SMILES	BH1578 lux ind	Anthrax LF prot	TcdB inh	DUSP3 inh	Y pestis TopoI	PfHsp40 yeast	Rv3671c inh	MazEF act	PriA SSB inh	SARS 3CLpro inh
Cc1ccc(C(O)c2ncc(-c3cccc4ccccc34)[nH]2)c(C)c1 (stereo not drawn)	-0.4	-3.9	0.8	.	-7.3	.	.	.	.	.
CC(C)n1ncc2c(C(=O)N3CCN(S(=O)(=O)c4cccc(F)c4)CC3)cc(C3CC3)nc21	i	-0.5	2.3	.	0.5	.	.	-1.3	.	.
CC(C)N1CCN(Cc2ccccc2C(F)(F)F)CC1CCO (stereo not drawn)	0.0	11.6	0.2	17.3	10.1	-1.3	-8.2	-33.8	-14.0	0.1
Cc1ccc(Cn2nnc3c(=O)[nH]c(C4CCCN(S(=O)(=O)c5ccccc5)C4)nc32)cc1 (stereo not drawn)	i	-0.9	0.6	50.9*	1.7	3.6	0.5	10.0	-5.8	-0.1
CC(=O)N1C(=S)NC(=O)/C1=C1/C(=O)N(CC(=O)Nc2cccc(C)c2)c2ccccc21	-3.3	1.2	0.1	-0.1	1.6	-1.1	-7.6	-3.4	-5.6	0.0
COC(=O)c1nc(N)sc1-c1ccc(Cl)c(Cl)c1	-0.5	-7.8	1.4	30.1	4.4	-2.0	-4.5	8.0	3.0	-0.1
CC(=O)Oc1ccc(C(=O)Nc2ccccc2C(=O)Nc2ccc(C(=O)O)cc2)cc1	1.2	-0.8	0.7	19.3	-6.0	2.9	-1.6	12.5	-21.9	7.4
CC(C)(C)NC(=O)C[C@H]1C[C@H](C(=O)N2CCCCC2)[C@@]2(C)c3[nH]c4cc(-c5ccco5)ccc4c3CCN2C1=O	-0.2	-0.6	1.9	.	37.1	-0.5	.	8.3	10.5	.

A portion of the library; the hit share may differ from the screen's.
